Bioassay records: PubChem, Icahn School of Medicine at Mount Sinai
ROC1-CUL1 inh: human ROC1-CUL1 E3 ligase inhibition; P62877+Q13616; in vitro K48 di-Ub FRET, acceptor:donor ratio, 45 min; inhibition, % at 10 µM; 140,000 tested, 0.6% active; AID 1347404; in the data active = inhibition above about 25%
Target sequence (P62877 whole entry, looked up): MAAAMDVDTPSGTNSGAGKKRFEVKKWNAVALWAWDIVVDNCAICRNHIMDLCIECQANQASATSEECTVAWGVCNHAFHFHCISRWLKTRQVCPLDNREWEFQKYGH
Target sequence (Q13616 whole entry, looked up): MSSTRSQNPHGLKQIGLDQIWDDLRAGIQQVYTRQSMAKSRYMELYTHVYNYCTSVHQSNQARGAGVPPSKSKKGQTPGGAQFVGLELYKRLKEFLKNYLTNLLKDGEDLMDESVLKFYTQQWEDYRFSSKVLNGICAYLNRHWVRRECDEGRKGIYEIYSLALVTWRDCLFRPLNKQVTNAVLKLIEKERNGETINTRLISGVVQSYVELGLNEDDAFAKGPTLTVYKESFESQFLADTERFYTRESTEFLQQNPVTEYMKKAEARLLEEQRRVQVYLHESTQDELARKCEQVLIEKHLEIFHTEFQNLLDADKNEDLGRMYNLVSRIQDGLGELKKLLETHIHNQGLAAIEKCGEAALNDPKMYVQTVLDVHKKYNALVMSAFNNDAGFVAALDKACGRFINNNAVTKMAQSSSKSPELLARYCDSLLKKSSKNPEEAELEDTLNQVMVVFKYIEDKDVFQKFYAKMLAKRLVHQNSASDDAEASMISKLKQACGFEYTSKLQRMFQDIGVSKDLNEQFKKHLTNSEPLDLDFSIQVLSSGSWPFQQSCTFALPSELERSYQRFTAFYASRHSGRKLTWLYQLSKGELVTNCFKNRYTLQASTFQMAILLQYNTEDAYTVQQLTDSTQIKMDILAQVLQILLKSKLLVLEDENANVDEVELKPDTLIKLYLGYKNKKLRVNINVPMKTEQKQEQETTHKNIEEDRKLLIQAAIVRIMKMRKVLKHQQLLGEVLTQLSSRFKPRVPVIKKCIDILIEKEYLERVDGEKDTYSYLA
* = called active by the depositor; & = joins results of further samples. Some of the compounds tested; the hit share may differ from the screen's.

SMILES	ROC1-CUL1 inh
COc1ccc(C(=O)NCC(c2cccnc2)N2CCN(c3ccccc3OC)CC2)cc1 (stereo not given)	-1.7
Cn1nnnc1SCCCNCc1ccc(Cl)cc1	0.1
Cc1c(Cl)cccc1NC(=O)CSc1nnc(C)n1N	7.8
CC1=NN(C(=O)c2ccc(Br)cc2)C(O)(C(F)(F)OC(F)(F)F)C1 (stereo not given)	-4.4
OCCc1nc2ccccc2n1CCC1CCCCC1	10.8
Cc1[nH]nc2c1C1(CCCCC1)C(C#N)C(=N)O2 (stereo not given)	-4.6
O=C(Nc1ccccc1C(F)(F)F)c1cccc(C(=O)Nc2ccccc2C(F)(F)F)n1	3.0
O=C1NCCN(Cc2ccccc2F)C1CC(=O)N1CCCCC1 (stereo not given)	-6.5
COc1cc(C(=O)Nc2ccccc2OCc2cc(=O)n3cc(C)sc3n2)cc(OC)c1OC	-3.0
O=C(Cc1ccc(Cl)cc1)Nc1c(F)cccc1F	-0.2
CCC(=O)N(c1cccc(Br)c1)c1nc(-c2ccccc2)c(C)s1	-0.8
Cn1ccnc1CN1CCOC(Cc2cccc(C(F)(F)F)c2)C1 (stereo not given)	1.0
O=S1(=O)CC2C(C1)N(c1cccc(C(F)(F)F)c1)C(=S)N2c1ccccc1 (stereo not given)	-0.5
Nc1nc(CN2CCN(c3ccc(F)cc3)CC2)nc(N2CCOCC2)n1	-11.0
COc1ccc(-n2ncc(C(C)NS(=O)(=O)c3c(C)noc3C)c2C)cc1 (stereo not given)	-0.2
Cc1cc2c(cc1S(=O)(=O)NCc1ccc(F)cc1)OCCN2C	-3.9
Cc1ccc(S(=O)(=O)N(c2ccccc2F)C(F)F)cc1	-2.2
O=C(Cn1c(=O)n(-c2ccc(F)c(Cl)c2)c(=O)c2sc3ccccc3c21)NC1CCCC1	1.2
COC1OC(COC(=O)CNC(=O)OC(C)(C)C)C(O)C(O)C1O (stereo not given)	5.1
Cc1ccc(-n2cc3c(c2-c2ccccc2Br)c(=O)n(C)c(=O)n3C)cc1N	-4.3
CC1(C)OC(c2cccc(NS(=O)(=O)Cc3ccccc3)c2)OC1(C)C	-5.2
CCOC(=O)c1c(-c2ccc(-c3ccccc3)cc2)csc1NC(=O)CSc1nnc2sc3ccccc3n12	1.0
CCCCNc1nc(Oc2ccc(OCC)nn2)nc(N2CCOCC2)n1	-2.0
CCOC(=O)C1C(c2ccc(C(F)(F)F)cc2)NC(=O)N(C)C1(O)C(F)(F)F (stereo not given)	14.6
CCSc1nnc2c(n1)OC(c1ccc(SC)cc1)Nc1ccccc1-2 (stereo not given)	4.8
O=C(CN1C(=O)COc2ccc(S(=O)(=O)N3CCCCC3)cc21)NCc1ccccc1Cl	1.7
Clc1cccc(-c2nc3ccccc3nc2-c2ccccc2)c1Cl	-3.4
CN(C)CCC(Oc1ccccc1OCc1ccccc1)c1ccccc1 (stereo not given)	-3.1
CCc1[nH]nc2c1C(c1ccc(F)c(F)c1)C(C#N)C(=N)O2 (stereo not given)	-1.0
CCOc1ccc2nc(N3CCCN(Cc4cccn4-c4cccnc4)CC3)nc(C)c2c1	5.5
Cc1c(C)n2c3c(=O)n(CCC(C)C)c(=O)n(C)c3nc2n1Cc1ccco1	4.6
c1csc(-c2cc(-c3cccs3)cc(-c3cccs3)c2)c1	-1.7
O=C(CN1CCCCC1)NNc1nc(-c2ccccc2)c2cc(Br)ccc2n1	-1.2
C=CCn1c(SCC(=O)Nc2nc3ccccc3s2)nnc1C(C)NC(=O)c1cccs1 (stereo not given)	-1.5
CC(C)Cc1ccc(-c2[nH]nc3c2C(c2cccc4ccccc24)C(C#N)C(=N)O3)cc1 (stereo not given)	3.8
O=C(Nc1cc(-c2ccc(Cl)cc2)no1)c1ccc(F)cc1	-3.5
Cc1cc(C)c(S(=O)(=O)N(C)C)c(C)c1	0.2
CCN1CCN(C2(C(=O)NC(C)Cc3ncccc3C)Cc3ccccc3C2)CC1 (stereo not given)	1.5
Cc1ccc(OCC(=O)N(Cc2ccco2)Cc2ccc(C)o2)cc1	-1.0
c1coc(CNc2nc3nonc3nc2NCc2cccs2)c1	-5.0
COc1cccc2c1OCCCN(C(=O)CC1(c3cccc(F)c3)CC(=O)N(C3CCCC3)C1=O)C2 (stereo not given)	1.7
Cc1ccc(-n2nc3c(=O)n(CCCC(=O)NCCc4ccccc4Cl)nc(C)c3c2C)cc1	3.2
CC(NC(=O)c1ccc2c(c1)CCN2S(C)(=O)=O)c1ccccc1 (stereo not given)	13.7&-2.2
O=C(NCCOc1cccc(Cl)c1Cl)c1cncc(Br)c1	2.1
CCOC(=O)c1cccc(NC(=O)COc2ccc(Br)cc2C(C)(C)C)c1	-7.5
C=CCn1c(SCC(=O)NCC2CCCO2)nc2sc3c(c2c1=O)CCCCC3 (stereo not given)	1.8
Cc1nc2ccn(Cc3cccnc3)c(=O)c2cc1C(=O)N1CCN(c2ccccc2)CC1	-11.0
CCc1c(-c2ccccc2)n(-c2ccccc2)c2nc3c(c(=O)n(C)c(=O)n3C)n12	0.2
Nc1[nH]c(=O)[nH]c(=O)c1N=Cc1ccccc1	-11.3
Cc1cccc(CS(=O)(=O)NC(C)c2ccccc2)c1 (stereo not given)	0.7

As a short view, 4 of the compounds above:
SMILES	ROC1-CUL1 inh
Cc1nc2ccn(Cc3cccnc3)c(=O)c2cc1C(=O)N1CCN(c2ccccc2)CC1	-11.0
CCc1c(-c2ccccc2)n(-c2ccccc2)c2nc3c(c(=O)n(C)c(=O)n3C)n12	0.2
Nc1[nH]c(=O)[nH]c(=O)c1N=Cc1ccccc1	-11.3
Cc1cccc(CS(=O)(=O)NC(C)c2ccccc2)c1 (stereo not given)	0.7

(list continues)
SMILES	ROC1-CUL1 inh
CSCC(=O)NC1CC(C)(C)Cc2c1cnn2-c1ccc(F)cc1 (stereo not given)	1.7
CC(/C=N\NC(=O)COc1ccccc1C#N)=C\c1ccccc1	-5.7
C=CCNC(=S)NNC(=O)c1cc(-c2ccccc2)sc1N	-11.5
COC(=O)c1c(NC(C)=O)sc2c1CCC(C)C2 (stereo not given)	-10.0
CCCOc1cc2nnnn2c(SC)n1	0.9
O=C(CCn1ccc(=O)[nH]c1=O)NC1CCCN(C2CCCCCC2)C1 (stereo not given)	-5.4
CCOC(=O)CN(Cc1ccccc1)C(C(=O)NC1CCCCC1)c1ccc(C)cc1 (stereo not given)	-2.7
Cc1ccc2nc3c(cc(C(=O)N4CCCC(C)C4)n3C)c(=O)n2c1 (stereo not given)	4.0
COc1cc(F)ccc1-c1nc(-c2c(C)ncc3c2CCNC3)no1	-6.9
COc1ccc(Oc2coc3cc(OCc4ccc(C)cc4)ccc3c2=O)cc1	-9.4

Arranged by heavy-atom count (falling): some entries from above
SMILES	ROC1-CUL1 inh
COc1ccc(Oc2coc3cc(OCc4ccc(C)cc4)ccc3c2=O)cc1	-9.4
Cc1ccc2nc3c(cc(C(=O)N4CCCC(C)C4)n3C)c(=O)n2c1 (stereo not given)	4.0
CSCC(=O)NC1CC(C)(C)Cc2c1cnn2-c1ccc(F)cc1 (stereo not given)	1.7

(further entries)
SMILES	ROC1-CUL1 inh
CCOc1cc(C(OC(C)=O)OC(C)=O)c(Br)cc1OC(C)=O	-0.9
COc1ccc(NCC(=O)Sc2nc3ccccc3s2)cc1	-2.1
CN1CCN(C(=O)CSc2nnc(CCCOc3ccc(Cl)cc3Cl)o2)CC1	-6.3
CCCOc1ccc(OC(=O)c2ccc(O)cc2Cl)cc1	-5.5
N#Cc1c(N)nc2c(c1-c1ccc(Cl)cc1Cl)CCCCC2	-4.6
Cc1ccc(C(C)C)c(OCCSc2nc(-c3cccs3)nc3cc(=O)[nH]n23)c1	-4.6
O=C(Cc1ccc(Cl)cc1)Nc1c(Cl)cccc1Cl	4.4
O=C(c1c(F)cccc1Cl)N1CCN(Cc2ccco2)CC1	-0.5
NC(=O)c1ccccc1NC(=O)c1ccc(-c2ccc(Br)cc2)o1	-5.8
Cc1ccc(S(=O)(=O)C2(C(=O)Nc3ccc(Cl)c(C(F)(F)F)c3)CC2)cc1	5.6
CCc1sc(N(C(=O)C2CCCCC2)c2cccc(Br)c2)nc1-c1ccc(OC)cc1	-1.4
Cc1ccc(CN2CCC(CN(C)C3CCSCC3)CC2)o1	5.8
COc1cc2c(cc1OC)-c1nnc(-c3ccc4ccccc4n3)n1C(C)(C)C2	-5.6
COC(=O)[C@]12C(C)=CC(C)=C[C@@]1(C)Cc1cc(C)cc(C)c1S2(=O)=O	11.2
O=C(CSc1nc2ccccc2nc1Cc1ccccc1)NCc1ccccc1Cl	-4.7
O=C(c1ccc(=O)[nH]c1)N1CCOC(CC2CCCCC2)C1 (stereo not given)	-1.5
CC/C(CNCCc1ccccc1)=C1/N=C(c2ccc(Cl)cc2)OC1=O	-4.8
COc1cc(OC)c(NC(=O)Nc2ccccc2OCc2cc(=O)n3cc(C)ccc3n2)cc1Cl	-7.1
CC(C)(C)c1ccc(-c2cc(-c3ccccc3)nc3sc(C(=O)Nc4cccc(C(F)(F)F)c4)c(N)c23)cc1	4.3
CCOc1ccc(C(=O)Nc2ccccc2O)cc1	1.6
CCN(CCO)Cc1cc2cc(Br)ccc2s1	2.4
COc1ccc(Oc2nc3ccccc3s2)cc1	1.8
Cc1cccc(CN2CCC(C(=O)NC3CC3)CC2)c1	2.1
CCCCOc1ccc(C(=O)Nc2nc3c(s2)CC(C)CC3)cc1 (stereo not given)	7.6
CCCn1c(CN2CCN(c3ccc(OC)cc3)CC2)nc2c1c(=O)[nH]c(=O)n2C	-0.4
CCOc1cc(C=C2C(=O)NC(=S)NC2=O)cc(Cl)c1OCc1ccc(C(=O)O)cc1	50.4*
CCc1ccc2cccc3c2c1N=CN3C	-2.3
COc1ccc(NC(=O)c2cc3c(=O)n(C)c4ccccc4c3s2)cc1Cl	0.5
c1ccc(N=C(c2ccccc2)c2cccs2)cc1	-12.3
Cn1cnnc1-c1ccccc1F	9.3
COc1ccc(S(=O)(=O)Nc2cccc(-c3ccc(N4CCCC4)nn3)c2)c(OC)c1	7.4
CCN(CC)C(=O)CC1(c2ccccc2Cl)CC(=O)N(CCCOC)C1=O (stereo not given)	2.3
CCN(C(=O)CN(C)S(=O)(=O)c1ccc2c(c1)c(=O)n(C)c(=O)n2C)c1ccc(OC)cc1	-7.1
Cc1nc2c(c(C)c1CCC(=O)NCc1ccc(F)cc1)c(=O)n(C)c(=O)n2C	-1.9
COc1ccc(Cl)cc1N1C(=O)CC(N2CCN(C)CC2)C1=O (stereo not given)	-3.9
Cc1ccc(OC(=O)CSc2nnc(-c3ccc4c(c3)OCO4)o2)c(C)c1	2.7
CCOC(=O)N1CCN(C(=O)c2ccc(N3CCC(NCC(C)C)CC3)cc2)CC1	8.0
CCN(CC)S(=O)(=O)c1cc(Cl)c(Cl)cc1C	1.7
O=C(O)c1ccc(OCC2CCCO2)c(Br)c1 (stereo not given)	0.9
COc1ccccc1C(=O)Nc1c(-c2ccc(C)cc2)nc2ccccn12	-0.4

Shown with each value named: four of the compounds above
CCN(CC)S(=O)(=O)c1cc(Cl)c(Cl)cc1C
  ROC1-CUL1 inh = 1.7

COc1ccccc1C(=O)Nc1c(-c2ccc(C)cc2)nc2ccccn12
  ROC1-CUL1 inh = -0.4

Cc1ccc(OC(=O)CSc2nnc(-c3ccc4c(c3)OCO4)o2)c(C)c1
  ROC1-CUL1 inh = 2.7

CCN(CC)C(=O)CC1(c2ccccc2Cl)CC(=O)N(CCCOC)C1=O (stereo not given)
  ROC1-CUL1 inh = 2.3

Following part
SMILES	ROC1-CUL1 inh
CCOC(=O)c1cc(-c2ccccc2)n(CCC(=O)Nc2cc(C)cc(C)c2)c1C	-1.2
FC(F)(F)c1cc(C23CC4CC(CC(C4)C2)C3)nc2ccnn12	-9.8
Cc1ccc(NC(=O)CN2c3ccccc3S(=O)(=O)c3ccccc32)cc1F	-13.4
Cc1ccc(C2CC(=O)Nc3c2c(C)nn3-c2nc(C)cc(C)n2)c(C)c1 (stereo not given)	8.7
O=C(c1ccc(F)cc1)N1CCC(c2nc3ccccc3o2)CC1	-2.3
CCn1c(COc2ccc(OC)cc2)nnc1SCC(=O)Nc1ccccc1	4.3
N#CC(C=Nc1ccccc1I)c1nc(-c2cc3ccccc3oc2=O)cs1 (stereo not given)	5.4
CC1(C)SSC(=O)C1NC(=O)c1ccccc1 (stereo not given)	-5.1
COc1cc(-n2ncc(C(C)=O)c2C)ncn1	-7.7
COc1ccc(-c2nn(-c3cccc([N+](=O)[O-])c3)c3c2cnc2cc4c(cc23)OCO4)cc1	-4.2
COc1ccc(CNC(=O)C(CC(C)C)NS(=O)(=O)c2ccc3c(c2)oc(=O)n3C)cc1 (stereo not given)	-6.5
S=c1[nH]nc(-c2ccco2)n1Cc1ccccc1	11.9
O=C(Cc1c(F)cccc1Cl)Nc1ccccn1	2.2
COc1ccc(C(=O)N2CCCC(CCC(=O)N3CCOCC3)C2)o1 (stereo not given)	5.0
CC1=NC(=S)NC(c2cccs2)C1C(=O)Nc1cccc(C)c1C (stereo not given)	-2.3
COc1cc(C(N2CCOCC2)N2CCOCC2)cc(Cl)c1OC	1.7
COc1ccc(Cc2nnc3n2N=C(C)CS3)cc1	6.0
COc1ccc(C2=C(C)C(=O)N(Cc3ccc(C(=O)Nc4ccc(C)c(C)c4)cc3)S2(=O)=O)cc1	-6.4
O=C1NN(c2ccc(F)c(Cl)c2)C(=O)/C1=C\c1cccc(OC(=O)c2cccs2)c1	97.1*
CC1=NN(c2ccccc2)C(=S)C1C=Nc1c(Br)cc(Cl)cc1Br (stereo not given)	8.4
CC(C)(C)Cc1ccc(CCc2ccc(CC(C)(C)C)cc2)cc1	-1.9
O=C1CC(c2cccc(Cl)c2)CC2=C1C(c1cccnc1)n1ncnc1N2 (stereo not given)	13.1
O=C(O)CCC(=O)Nc1sc2c(c1C(=O)Nc1ccccc1)CCC2	7.7
Cc1cccc(NC(=O)CSc2nc(-c3ccccc3)nc3ccc(F)cc23)c1	3.1
CN(C)c1ccc(-n2cccc2C=C2C(=O)c3ccccc3C2=O)cc1	0.5
NC(=O)c1c(NC(=S)Nc2ccccc2)sc2c1CCCC2	-8.5
O=C(OCc1cc(=O)n2nc(C3CCCCC3)sc2n1)c1ccc(F)cc1	-8.1
CC(=O)c1ccc(NC(=O)CSc2nnc3ccc(-c4ccc(Br)cc4)nn23)cc1	0.2
CCCc1sc(N(C(=O)C2CCCCC2)c2ccc(OC)cc2)nc1-c1ccc(OC)cc1	7.4
